TCR activator: activates T cell receptor signaling. primary human leukocytes, anti-CD3, IL-2 HTRF, 48 h. Potency, µM (titrated, usually from 9.22 µM), for inactives: at the highest dose activation of IL-2 secretion, actives largely listed as activators. 330,000 tested, under 10 active. AID 504894; further: % of control where 0% means no effect
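Compounds are tested in HTS on primary human leukocytes co-incubated with a-CD3 beads for 48 hr. IL-2 output is measured by time-resolved FRET.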
ASM inhibitor: blocks human secretory acid sphingomyelinase; placental ASM, HMU-PC fluorogenic substrate, 60 min; actives 0.006% (n = 340,000); AID 504937; P17405; Potency, µM (top dose mostly 57.5 µM), without a hit: at the top dose activity change, negative = inhibition, most hits filed as inhibitors; further: potency means the concentration at half of the fitted maximal effect
Target sequence (P17405 47-631 limits assumed): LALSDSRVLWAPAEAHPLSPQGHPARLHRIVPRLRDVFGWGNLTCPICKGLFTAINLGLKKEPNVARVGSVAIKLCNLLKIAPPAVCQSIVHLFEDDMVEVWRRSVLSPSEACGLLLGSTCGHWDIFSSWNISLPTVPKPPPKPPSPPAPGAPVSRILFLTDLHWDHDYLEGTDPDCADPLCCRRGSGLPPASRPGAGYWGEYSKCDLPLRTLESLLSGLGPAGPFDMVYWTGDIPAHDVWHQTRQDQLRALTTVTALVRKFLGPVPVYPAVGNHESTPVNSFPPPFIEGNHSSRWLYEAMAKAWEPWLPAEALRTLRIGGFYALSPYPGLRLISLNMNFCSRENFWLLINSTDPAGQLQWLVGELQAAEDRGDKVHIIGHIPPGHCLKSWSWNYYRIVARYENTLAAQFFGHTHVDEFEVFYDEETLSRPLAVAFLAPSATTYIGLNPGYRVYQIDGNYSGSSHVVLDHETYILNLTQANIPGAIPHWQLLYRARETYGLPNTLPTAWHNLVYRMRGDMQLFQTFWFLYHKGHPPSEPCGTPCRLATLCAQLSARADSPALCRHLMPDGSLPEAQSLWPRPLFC
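Human placenta-derived ASM enzyme was preincubated with compound for 10 minutes at room temperature, then given fluorogenic substrate HMU-PC0 (9 uM final) for 60 minutes at 37 °C; a pH 10 stop preceded fluorescence reading at Ex 386/Em 447 nm.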
Integrin act MD: activators of alpha7 integrin expression for muscular dystrophy | actives 0.064% (n = 350,000) | AID 624291 | Potency, µM (doses to about 38.3 µM), without a hit: at the top dose activation, most hits filed as activators | alpha7betagal myoblasts, beta-gal FDG fluorescence, 48 h;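 further: potency means the concentration at half of the fitted maximal effect; 100% = response of the positive control SU9516; nearly all actives have a fitted effect of over 60% in size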
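alpha7betagal+/- myoblasts (passage 13, 250/well) treated 48 h at 37C with compounds at 1:260 dilution of DMSO stock. Lysed, then beta-galactosidase activity read as FDG fluorescence (ex 480/em 540) after 30 min, with pre-read for autofluorescence.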
Mito fusion yeast: blocks mitochondrial division or promotes mitochondrial fusion; S. cerevisiae fusion-defective mutant growth rescue, CellTiterGlo 48 h; Potency, µM (top dose mostly 46.1 µM), inactives show at the top dose growth rescue (activation), most hits filed as activators; actives 0.23% (n = 320,000); AID 485298;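 further: potency means the concentration at half of the fitted maximal effect; % of control where 0% means no effect; nearly all actives have a fitted effect of over 45% in size; temperature-sensitive fusion mutants such as fzo1-1 at 37 °C on non-fermentable ethanol glycerol medium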
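Luminescent cell viability in 1536-well qHTS format served as the measure of rescued growth in ts fusion-mutant S. cerevisiae cultured on non-fermentable YPEG for 48 hours at 37C.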
Eya2 inh: blocks the phosphatase activity of human Eya2 | O00167 | recombinant Eya2, OMFP fluorescence dephosphorylation (OMFP is methylfluorescein phosphate) | Potency, µM (series often up to 76.9 µM), for the others: top-dose activity, negative = inhibition, hits mostly inhibitors | actives 0.006% (n = 330,000) | AID 488837; further: potency means the concentration at half of the fitted maximal effect; on the % scale 0 is the no-effect control and ±100 the full control effect
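Eya2 protein (added as 0.2 uM solution) was preincubated with compound for 10 min at ambient temperature in 50 mM HEPES pH 7.5, 50 mM NaCl, 5 uM MgCl2, 0.05% BSA, 1 mM DTT. OMFP (added at 50 uM) then reacted 10 min; fluorescence read at 485/525 nm.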
ELG1 repair inh: ELG1-dependent DNA repair inhibition. HEK293T ELG1-luciferase reporter, luminescence, 16 h; DNA damage induced by 5-fluorouridine. Potency, µM (top dose mostly 46.1 µM), without a hit: at the highest dose activity change, negative = inhibition, usual class: inhibitors. actives 2.3% (n = 330,000). AID 504467; further: potency means the concentration at half of the fitted maximal effect; on the % scale 0 is the no-effect control and ±100 the full control effect; nearly all actives have a fitted effect of over 55% in size
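5-Fluorouridine DNA damage + compound/DMSO, 2,000 cells/well, 16 h, 37 °C/5% CO2. ONE-Glo, 30 min RT, luminescence. Readout = decrease in reporter signal.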
TSG101-PTAP inh: blocks PTAP/TSG101 interaction to inhibit HIV-1 budding. Fluorescence polarization, FITC-PTAP peptide / Tsg101 binding. Potency, µM (titrated, usually from 115 µM), without a hit: top-dose activity change, negative = inhibition, hits mostly inhibitors. 340,000 tested, under 10 active; active means well fitted inhibition curve with a large enough effect in the main read-out, with a control signal flat, not every such curve was filed as active; inconclusive means small, poorly fitted or top-dose-only effect, or effect the other way, or a change in a side signal; inactive means no such curve, though single readings can be large or run the other way; further: potency means the concentration at half of the fitted maximal effect; % of control where 0% means no effect
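Steps: Tsg101 binding domain dispensed (10 uM final), compounds pinned in DMSO, FITC-labeled PTAP-motif peptide added (50 nM final); after 20 min binding at room temperature, polarization measured.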
BCR signal inh: blocks chronic active B-cell receptor signaling; Potency, µM (highest dose often 46.1 µM), inactives show at the top dose ratio change, negative = lower green/red ratio, usual class: inhibitors; AID 493014; actives 0.05% (n = 340,000); ABC-DLBCL IkBa-CBG/CBR reporter, luminescence ratio, 4 h; active means well fitted inhibition curve with a large enough effect in the signal ratio, with a control signal flat, not every such curve was filed as active; inconclusive means small, poorly fitted or top-dose-only effect, or effect the other way, or a change in a side signal; the % refers to the signal ratio;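 further: potency means the concentration at half of the fitted maximal effect; plate controls were basal doxycycline-induced cells for no effect and cells given 10 µM MG132 for full effect; MG132 reads +100%, hits lower the ratio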
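TMD8 human ABC-DLBCL cells with doxycycline-inducible IκBα–green luciferase fusion and unfused red luciferase, in 0.5% FBS medium; compounds up to 46 uM, 4 h at 37C. Green/red luminescence ratio, filter-overlap corrected, fitted to concentration-response curves.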
A-T KAP1 phos: candidate therapy for ataxia-telangiectasia; […] A-T fibroblasts, KAP-1 phosphorylation AlphaLISA; neocarzinostatin DNA damage 30 min before lysis; Potency, µM (highest dose often 57.5 µM), inactives show at the highest dose activation, actives largely listed as activators; actives 0.19% (n = 320,000); AID 485349; further: potency means the concentration at half of the fitted maximal effect; % of control where 0% means no effect; nearly all actives have a fitted effect of over 45% in size
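hTERT-immortalized A-T patient fibroblasts ([…]), 500 cells/well in OPTI-MEM, 1% FBS, got compounds for 60 min, then NCS for 30 min at 37C. Lysates were then assayed for phospho-KAP-1 by AlphaLISA (anti-pKAP1 donor, anti-KAP1 acceptor beads), 6 hr at 25C.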
TSHR antag: blocks TSH signaling through the human TSH receptor. activity change, negative = inhibition, % at 11.5 µM. actives 0.2% (n = 330,000). AID 504810. TSHR-expressing cells, TSH-stimulated cAMP HTRF, 2 h; active compounds read low. P16473;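 active means activity change below a set negative limit, meaning inhibition stronger than a set level, cut at about -70% in these data; inconclusive means activity change between two set negative limits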; further: on the % scale 0 is the no-effect control and ±100 the full control effect
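Competitive HTRF cAMP read-out (cryptate anti-cAMP antibody, cAMP-d2; 30 min, room temperature) in freshly harvested TSHR cells. Compounds added before TSH at EC80 (4nM final), followed by 2 hours' incubation at 37 deg C.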
Tb PFK inh: inhibitors of T. brucei phosphofructokinase | T. brucei PFK, ADP-Glo luminescence | Potency, µM (series often up to 57.5 µM), without a hit: at the top dose activity, negative = inhibition, usual class: inhibitors | actives 0.17% (n = 330,000);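 further: potency means the concentration at half of the fitted maximal effect; 0% = uninhibited 1x PFK enzyme wells and -100% = no-enzyme wells; nearly all actives have a fitted effect of over 60% in size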
Target sequence (O15648 whole entry, looked up): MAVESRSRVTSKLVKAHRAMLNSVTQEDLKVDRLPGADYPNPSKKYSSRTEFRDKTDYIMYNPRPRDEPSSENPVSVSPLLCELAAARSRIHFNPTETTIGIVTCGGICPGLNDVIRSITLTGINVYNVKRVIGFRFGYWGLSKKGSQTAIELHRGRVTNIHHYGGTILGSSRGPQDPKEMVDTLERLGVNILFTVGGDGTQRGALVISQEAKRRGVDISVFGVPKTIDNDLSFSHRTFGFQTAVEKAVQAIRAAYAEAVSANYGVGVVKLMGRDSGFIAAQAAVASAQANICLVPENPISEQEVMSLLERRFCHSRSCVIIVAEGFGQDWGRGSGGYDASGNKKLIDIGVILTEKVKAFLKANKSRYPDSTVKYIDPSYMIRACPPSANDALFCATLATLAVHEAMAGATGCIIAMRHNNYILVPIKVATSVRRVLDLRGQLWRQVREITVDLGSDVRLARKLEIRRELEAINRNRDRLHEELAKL
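1.25 nM PFK with 0.5 mM F6P and 0.1 mM ATP in 0.1 M TEA pH 8.0, 5 mM MgCl2, incubated 45 min at room temperature; ADP measured by ADP-Glo luminescence; compounds titrated up to 57 uM.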
Starred values were filed as active, the others as inactive; ? = inconclusive; nt = not tested or not shown; [ ] = another dose, or the depositor's remark. Unless noted, the call rests on the fitted dose curve; in most records, active means well fitted curve in the direction sought with a large enough effect; inconclusive means small, poorly fitted or top-dose-only effect, or another doubt; inactive means no such curve, though single readings can be large; an effect the other way counts as inactive or inconclusive. This is a random part of the collection (roughly 3.2% active in at least one column).

SMILES	TCR activator	ASM inhibitor	Integrin act MD	Mito fusion yeast	Eya2 inh	ELG1 repair inh	TSG101-PTAP inh	BCR signal inh	A-T KAP1 phos	TSHR antag	Tb PFK inh
COC(=O)c1cc(NC(=O)C(C)c2ccc(CC(C)C)cc2)ccc1O (stereo not given)	3.8%	-15.1%	-19.5%	15.4%	-2.2%	?	-4.3%	?	4.5%	-18.3	-1.4%
CC(=O)Nc1ccc(NC(=O)C2CCCCN2S(=O)(=O)c2ccc(C(C)(C)C)cc2)cc1 (stereo not given)	6.2%	-7.6%	-30.8%	15.1%	1.4%	?	-7.1%	5.5%	-3.2%	40.6	-1.3%
Cc1cccc(NC(=O)CCNC(=O)c2ccc(Br)cc2)c1	-4.4%	0.0%	12.0%	-2.4%	1.4%	?	-5.2%	-5.9%	3.3%	-4.9	-2.9%
CSc1cccc(CN(C)C(=O)C2CCC(=O)N(CCCN3CCCC3=O)C2)c1 (stereo not given)	5.2%	5.3%	-1.5%	0.8%	9.4%	6.7%	-3.1%	-1.2%	11.2%	3.2	-2.1%
O=C(CN1CCC(C(=O)c2ccc(Cl)cc2)CC1)NC1CCCC1	-1.0%	28.5%	0.0%	-1.8%	-5.0%	?	-0.3%	-1.3%	0.5%	-3.5	-1.3%
COc1ccccc1C(=O)Nc1ccnn1C1CCN(C/C=C/c2ccccc2)CC1	-0.9%	5.4%	-26.8%	-0.9%	2.3%	-4.7%	nt	2.7%	2.6%	-8.7	-2.4%
O=C(OCc1nc2ccsc2c(=O)[nH]1)c1cccc(S(=O)(=O)N2CCOCC2)c1	-11.1%	2.4%	-4.9%	-1.7%	-13.8%	-10.2%	-5.8%	6.8%	-8.7%	0.2	0.0%
CCCNC(=S)Nc1ccc(Cl)cc1C	-6.3%[46.1 µM]	5.9%	13.1%	-13.8%	0.5%	-4.9%	-9.3%	0.4%	0.2%	3.8	-10.6%
C=CCNC(=O)Nc1ccc(Br)cc1Cl	12.3%	0.3%	?	-1.6%	-0.1%	?	2.3%	4.1%	-2.4%	-0.6	-11.6%
Cc1ccc[n+](C(C)C(=O)c2ccc(-c3ccccc3)cc2)c1 (stereo not given)	-3.2%[46.1 µM]	-0.6%	-40.4%[inhibitor]	-3.8%	-0.3%	-2.5%	0.0%	8.0%	4.3%	3.8	-0.6%
O=S(=O)(NCCc1ccccn1)c1ccc(-c2ccccn2)s1	8.5%	-3.3%	-12.5%	4.7%	3.7%	-19.5%	-3.5%	-4.4%	-6.0%	4.3	-2.3%
COc1ccc(CN2CCN(Cc3ccc(C(F)(F)F)cc3)CC2)cc1	-2.5%	5.5%	-16.5%	-12.2%	3.7%	?	-1.5%	-1.1%	5.0%	-8.3	-4.2%
Cc1nn(Cc2ccc([N+](=O)[O-])cc2)c(=O)n1-c1c(F)cccc1F	-3.5%	6.8%	-4.2%	-4.2%	8.1%	2.3%	-0.1%	2.8%	-1.6%	4.3	0.0%
O=C1NC2=C(C(=O)CCC2)C(c2ccccc2[N+](=O)[O-])N1 (stereo not given)	-1.2%	-2.7%	12.2%	-6.8%	2.1%	-1.1%	-8.6%	-1.7%	11.2%	-1.3	-4.0%
CCN(CC)C(=O)C1CCCN(c2ccc([N+](=O)[O-])cc2/C=N/NC(=O)c2cccc(Br)c2)C1 (stereo not given)	nt	-9.2%	-21.3%	1.0%	-6.0%	-29.4%	-1.0%	?	-6.4%	-9.5	3.0%
CCc1ccc(CSc2nccn2-c2ccccc2)cc1	0.4%	-2.6%	-7.1%	-6.0%	-15.5%	2.2%	-1.7%	17.8%	5.6%	8.6	-1.1%
O=C(O)CSc1ncnc2scc(-c3ccccc3)c12	1.3%	6.6%	-0.6%	0.5%	-17.0%	-0.3%	-5.2%	-1.2%	0.0%	1.7	-4.0%
CC(C)(C)OC(=O)N1CCC[C@H]1c1nnc(SCc2ccccc2F)o1	2.0%	-0.2%	11.2%	8.7%	6.4%	-7.9%	-1.2%	?	1.0%	-10.6	-4.5%
COc1ccc(CCNC(=O)CSc2nc(C)nc3c2c(=O)n(C)c(=O)n3C)cc1OC	0.6%	3.9%	-16.8%	1.9%	11.1%	12.0%	-2.3%	3.8%	-2.6%	9.4	-2.5%
COc1ccc(NC(=O)[C@@H]2CCCN2S(=O)(=O)c2ccc(Cl)cc2)cc1	-3.8%	-2.1%	16.4%	nt	-19.8%	-16.9%	-5.5%	0.7%	33.1%	6.4	-3.1%

Reprinted at random: two compounds from above.
SMILES	TCR activator	ASM inhibitor	Integrin act MD	Mito fusion yeast	Eya2 inh	ELG1 repair inh	TSG101-PTAP inh	BCR signal inh	A-T KAP1 phos	TSHR antag	Tb PFK inh
C=CCNC(=O)Nc1ccc(Br)cc1Cl	12.3%	0.3%	?	-1.6%	-0.1%	?	2.3%	4.1%	-2.4%	-0.6	-11.6%
O=C(OCc1nc2ccsc2c(=O)[nH]1)c1cccc(S(=O)(=O)N2CCOCC2)c1	-11.1%	2.4%	-4.9%	-1.7%	-13.8%	-10.2%	-5.8%	6.8%	-8.7%	0.2	0.0%

Carrying on:
SMILES	TCR activator	ASM inhibitor	Integrin act MD	Mito fusion yeast	Eya2 inh	ELG1 repair inh	TSG101-PTAP inh	BCR signal inh	A-T KAP1 phos	TSHR antag	Tb PFK inh
C=CC(c1ccccc1)C(C(=O)c1ccccc1)N(C)C (stereo not given)	2.2%	2.8%	-9.5%	3.3%	-21.8%	1.4%	-0.3%	2.9%	-1.0%	5.4	-6.0%
CCCOc1ccc(N2C(=O)CC(SC(=N)N3N=C(c4ccccc4)CC3c3ccccc3)C2=O)cc1 (stereo not given)	-3.2%	-15.2%	-52.0%[inhibitor]	-10.1%	0.3%	?	0.7%	4.4%	0.3%	-0.4	1.2%
CCc1cc2c(=O)c(-c3nc4ccccc4n3C)coc2c(CN2CCC(C)CC2)c1O	-0.4%	36.3%[activator]	14.4%	-5.4%	7.8%	-2.1%	-6.3%	5.0%	1.4%	-2.2	5.1%
O=c1c2c(n3cnnc3n1-c1ccccc1)-c1ccccc1CC21CCCCC1	2.1%	-1.1%	-0.2%	-0.3%	-17.3%	-2.5%	-1.4%	7.8%	1.0%	-7.4	-2.9%
O=S(=O)(NC1=NCCCCC1)c1ccc(F)cc1	0.9%	-2.8%	-10.8%	0.4%	5.4%	?	0.6%	4.8%	-23.1%	-0.4	-2.8%
CC(C)C[C@H](NC(=O)c1[nH]cnc1C(=O)N[C@@H](C)C(=O)OC(C)(C)C)C(=O)OC(C)(C)C	-3.3%	-12.9%	-16.9%	-34.8%[inhibitor]	-14.9%	?	-7.0%	5.4%	22.6%	3.8	-18.4%
Cc1cc(C(=O)OCC(=O)NC(C)c2ccc(F)cc2)c(C)o1 (stereo not given)	4.0%	1.3%	-5.6%	-2.0%	-8.5%	19.3%	-0.2%	-2.4%	-6.7%	6.6	-2.2%
Cc1ccsc1C1NC(=O)c2c(sc3c2CCN(C)C3)N1 (stereo not given)	1.1%	493.2%[activator]	-12.3%	-0.6%	8.7%	?	?	-1.4%	14.2%	-0.9	-1.6%
CC1(CCc2ccc3c(c2)OCO3)NC(=O)c2ccccc2N1 (stereo not given)	6.5%[46.1 µM]	155.0%[activator]	-8.1%	5.2%	5.8%	-7.9%	-3.9%	-14.1%	14.7%	-5.5	-1.5%
CSc1ccccc1NC(=O)Cc1ccc(Br)cc1	0.5%[46.1 µM]	4.5%	0.1%	4.4%	2.8%	2.4%	-2.4%	?	4.9%	-7.3	0.0%
Oc1c(Cl)cc(Cl)cc1/C=N/Nc1ncc(Br)cn1	0.4%	1.0%	21.0%	-5.5%	8.2%	?	-9.7%	?	2.6%	-14.7	2.5%
CCOC(=O)/C(C#N)=c1/s/c(=C2\C=Cc3ccccc3N2CC)c(=O)n1CC	-0.6%	-2.5%	1.1%	1.0%	6.0%	-7.0%	-0.9%	2.2%	1.6%	-2.6	-2.3%

High-throughput results from PubChem.
